Screens (PubChem)
Peg3 prom inh = Peg3 promoter-driven luciferase inhibitors, primary screen, cell-based, HeLa, luciferase luminescence; HeLa PEG-Prom luciferase reporter, overnight; inhibition, % at 20 µM; 360,000 compounds, 1.7% hits;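 active = inhibition of at least 50% at 20 µM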
CF NFkB inh = inhibitors of PAF-induced NF-kB signaling, primary screen, cell-based, GFP fluorescence, uHTS. KKLEB NF-kB-GFP reporter, GFP fluorescence overnight. inhibition, % at 5 µM. 360,000 compounds, 0.86% hits;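 active = at least 50% inhibition at 5 µM, scaled per plate between neutral and stimulator controls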;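 note: PAF is a Pseudomonas aeruginosa culture filtrate used as stimulus; plate controls were PAF-stimulated DMSO wells for no effect and unstimulated DMSO wells for full effect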
LMP1 NFkB inh = EBV LMP1-driven NF-kappaB luciferase reporter inhibitors, primary screen, cell-based, luminescence, single point; 350,000 compounds, 0.69% hits; LMP1-induced NF-kappaB luciferase reporter cells; inhibition, % at 12.5 µM; in the data active = inhibition above about 41%;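 note: 0% = neutral control wells and 100% = reference inhibitor control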
HIF-2a block = HIF-2a reporter inhibitors, primary screen, luminescence, 786-0 RCC cells. 786-0 RCC cells HIF-2a reporter, luciferase luminescence, overnight. inhibition, % at 18.8 µM. 360,000 compounds, 0.72% hits. AID 624352, 2012;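 active = inhibition of the luminescence signal of 40% or more relative to plate controls, in a single-dose primary screen at 18.75 µM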
Shn3 inh set2 = reduction of Shn3 3'UTR firefly luciferase signal, primary screen, Schnurri-3 inhibitor project, cell-based, Clone20 osteoblasts, set 2; Clone20 osteoblast Shn3 3'UTR firefly luciferase, 24 h; inhibition, % at 12.5 µM; 360,000 compounds, 0.52% hits; AID 588674, 2011;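 active = mean inhibition of at least 75% with every replicate also reaching 75%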;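 note: 0% = median of neutral control wells and 100% = pilot-screen positive control compound; some compounds past the cut are filed as inactive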
NR2E3 ag-1 = NR2E3 agonists in two-hybrid cells, primary screen, cell-based, luminescence, CHO-S, Gal4-NCOR/VP16-NR2E3; AID 602229, 2012; Photoreceptor-specific nuclear receptor (Homo sapiens), Q9Y5X4; luciferase; 360,000 compounds, 0.35% hits; inhibition of corepressor binding, % at 3.98 µM;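 active = inhibition above the mean of all tested compounds plus 3 SD, cut at about 70% in these data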;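 note: 0% = DMSO with NR2E3 transfected cells and 100% = cells lacking NR2E3 construct; higher means lower luciferase signal from less NR2E3 corepressor binding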
Target sequence (Q9Y5X4 whole entry, looked up, the tested form may be a part): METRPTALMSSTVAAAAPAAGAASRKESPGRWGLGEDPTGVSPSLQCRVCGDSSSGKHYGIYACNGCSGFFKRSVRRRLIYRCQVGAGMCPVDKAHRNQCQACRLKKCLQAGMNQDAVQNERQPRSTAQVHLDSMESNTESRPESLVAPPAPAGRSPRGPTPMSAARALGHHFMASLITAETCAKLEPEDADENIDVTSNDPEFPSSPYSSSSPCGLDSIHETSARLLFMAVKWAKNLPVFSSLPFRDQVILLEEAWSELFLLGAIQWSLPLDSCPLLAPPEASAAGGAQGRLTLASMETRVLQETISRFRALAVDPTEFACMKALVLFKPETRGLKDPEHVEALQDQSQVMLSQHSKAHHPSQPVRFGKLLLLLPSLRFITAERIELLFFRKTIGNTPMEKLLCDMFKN
NR2E3 ag-2 = inhibitors of NR2E3-RetCOR corepressor binding, primary screen, NR2E3 agonist project, biochemical, TR-FRET, GST-NR2E3, biotin-RetCOR; Photoreceptor-specific nuclear receptor (Homo sapiens), Q9Y5X4; 1536-well; inhibition of corepressor binding, % at 4.78 µM; 320,000 compounds, 0.12% hits; AID 2300, 2010;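 active = percent inhibition above the cutoff of mean plus 3 SD of all tested compounds, set per screening campaign, cut at about 20% in these data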;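 note: 0% = DMSO wells and 100% = biotin wells as full block of FRET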
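Assay system: NR2E3–RetCOR corepressor complex. Quantity: 1.35 nM GST-NR2E3. Buffer or medium: pH 7.5 Tris-based buffer. Reagent: biotinylated RetCOR corepressor at 7 nM final. Schedule: 5 h at 4 °C. Detection: TR-FRET, emission read at 617 and 671 nm. Replicates: one well per compound, singlicate testing.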
KKLEB cytotox = cytotoxicity in KKLEB CF airway cells, primary screen, cytotoxicity control for CF NF-kB inhibitor project, cell-based, uHTS, fluorescence assay plates; KKLEB CF airway cells viability, ATPlite luminescence, overnight; stronger effect = lower value; cells stimulated with P. aeruginosa culture filtrate; activity change (cytotoxicity), % at 5 µM; 360,000 compounds, 0.36% hits; AID 602141, 2011;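 active = corrected activity change at or below -50% at 5 µM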
hiPSC survival = enhancers of single-cell hiPSC survival, primary screen, ATPlite luminescence; 360,000 compounds, 0.044% hits; 100% = ROCK inhibitor wells, 0% = DMSO; survival enhancement, % at 20 µM; in the data active = survival enhancement above about 18%;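 note: cells exposed to compounds for 16 hours before the ATP read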
C8 TRAIL sens = viability loss with TRAIL in NB7+C8 cells, primary screen, TRAIL sensitizer project, cell-based, ATPlite luminescence; inhibition (viability loss, TRAIL sensitization), % at 10 µM; 360,000 compounds, 1% hits;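 active = compounds causing at least 50% loss of cell viability in the single-dose screen, relative to plate controls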
MITF TRPM1 inh = inhibitors of MITF-dependent TRPM1 promoter reporter, primary screen, cell-based, SK-MEL-5, single point, luciferase; SK-MEL-5 TRPM1 promoter luciferase, 24 h; inhibition, % at 12.5 µM; 330,000 compounds, 0.83% hits;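 active = mean inhibition across replicates of 60% or more, whatever share of single replicates reaches that level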; note: values of inactives mirror those of a sister screen read the other way
Starred values were filed as active, the others as inactive; . = not tested or not shown. Some of the compounds tested; count on the stated rates, not on these rows.

Value order: Peg3 prom inh, CF NFkB inh, LMP1 NFkB inh, HIF-2a block, Shn3 inh set2, NR2E3 ag-1, NR2E3 ag-2, KKLEB cytotox, hiPSC survival, C8 TRAIL sens, MITF TRPM1 inh
O=C(CSc1nc2c(c(=O)[nH]1)CCC2)Nc1cccc(F)c1
    -11, 10, -5, -18, 6, -24, 2, -4, -0.5, 3, 0
COc1ccc(C(=O)NC2CCCCCC2)cc1S(=O)(=O)N1CCOCC1
    11, -19, 4, 6, 7, -19, 0, 16, 0.0, -3, 4
O=C(c1ccc(N2CCNCC2)cc1)c1cccnc1
    -4, -7, -7, 7, 6, 1, 4, 9, 1.5, 3, 11
CCCCN1C(=O)/C(=C(/C#N)C(N)=O)c2ccccc21
    -1, -6, 11, 10, 1, -15, -1, 0, 1.6, -4, -2
S=C(N/N=C/c1ccccc1)N1CCOCC1
    -116, 16, -5, -18, -17, -52, -1, 1, 1.7, 5, -5
CO/N=C/c1ccc(N2CCN(C(=O)c3ccc(C)cc3)CC2)c([N+](=O)[O-])c1
    21, 9, -3, 31, 34, 16, -1, 12, -1.9, -9, 13
O=C(CC(c1ccccc1)c1ccccc1O)NCCN1CCOCC1 (centres undefined)
    12, -1, -7, 5, 11, 25, 2, 3, 0.4, -9, -13
COc1ccc(OC)c(NC(=O)CN2C(=O)CSc3ccc(S(=O)(=O)N4CCCC4)cc32)c1
    3, -8, -54, 11, -8, -15, 1, 10, 1.5, -18, 3
Cc1ccc(CN2CCN(C/C=C/c3ccc(F)cc3)CC2CCO)o1 (centres undefined)
    2, -15, 7, 11, ., 7, 0, 10, -0.1, 5, -2
CCOC(=O)c1ccc(S(=O)(=O)NCC(C)(C)N2CCOCC2)cc1
    11, 14, -4, 12, -11, -2, 3, 5, 6.5, -2, 1
Cc1ccc(C(=O)C[n+]2cccc(C(N)=O)c2)cc1
    14, 6, 8, 8, 7, 6, 1, -6, 1.7, -8, 0
CNC(=O)CSc1cnc2ccccc2n1
    14, 3, 8, 15, -9, -21, 1, 4, 4.6, -8, 4
CCC(C)(C)NC(=O)CCCSc1nc2ccccc2[nH]1
    -20, -3, -6, -49, -18, -6, -3, -1, 0.1, -1, -7
Cc1ccnc(NS(=O)(=O)c2ccc(Cl)nc2)c1
    0, -3, -6, 17, 3, 14, -2, -6, 0.5, -5, 10
O=C(CN1CCN(c2ccccc2O)CC1)NC(c1ccccc1)c1ccccc1
    -1, 6, 11, 13, 22, -10, 0, -1, -0.1, -13, 12
NC(=O)c1ccsc1NC(=O)COC(=O)Cc1cccc2ccccc12
    -4, 10, 21, 2, 79, -12, 3, -10, 0.1, 0, 22
Cc1ccc(C)c(OCCC(=O)OCC(=O)NC(=O)NCc2ccccc2)c1
    -5, 33, 3, 3, 2, -15, 0, -29, 0.5, 0, -6
Cc1cccc(OCC(=O)NNC(=O)C2CCCCC2C(=O)O)c1 (centres undefined)
    19, 4, -6, 10, -1, -9, -2, 1, -0.3, -12, -4
O=C(C[C@@H]1C/C=C\C[C@H](NC(=O)OCC2c3ccccc3-c3ccccc32)C(=O)O[C@H](c2ccccc2)CNC1=O)NCCO
    -14, 16, 6, -1, 33, -19, ., -14, -0.8, 26, 6
CCOC(=O)C1=C(O)C(=O)N(c2ccccc2)C1c1cccc([N+](=O)[O-])c1 (centres undefined)
    13, 4, -2, 12, -13, 9, -2, 11, 0.0, 9, 9
COc1cc(OC)c(Cl)cc1N
    -4, -6, 1, 4, 8, -13, -4, -2, -0.4, 1, -1
CCOC(=O)c1c(C)n(C)c2ccc(OCC(O)CN3CCC(C)CC3)cc12 (centres undefined)
    -8, -26, -19, -3, 2, -19, 3, 1, 3.2, 2, 11
CCOC(=O)c1nn(C23CC4CC(CC(C4)C2)C3)c2c1C(=O)N(c1ccc(C)cc1)C2=O
    -3, 1, -10, 6, -11, -17, 4, 5, 5.2, -21, 2
COCC(C)N1CCC(n2nccc2NC(=O)CCOc2ccccc2)CC1 (centres undefined)
    14, -23, -8, 6, -7, -27, 3, 16, -0.4, 2, -2
Cc1ccc(Nc2c([N+](=O)[O-])c(=O)n(C)c3ccccc23)cc1C
    37, 13, -12, 10, 9, -24, 1, -6, -1.8, -2, 17
C[n+]1ccccc1/C=C/c1ccc(F)c(F)c1
    47, 7, 7, 22, 4, -16, 1, 10, -0.6, 21, 6
Fc1cccc(NC(=S)N2CCc3ccccc32)c1
    -101, -8, 8, -76, 22, -9, ., 8, -0.5, -4, 12
CCOc1ccc(CCNC(=O)c2cc3sc(Cl)cc3n2C)cc1OCC
    -15, -6, 7, -12, 4, -27, 3, -3, 3.4, -4, -8
Cc1ccc(C)c(NS(=O)(=O)c2cc(Br)cnc2N)c1
    12, -6, -16, 10, -17, -22, 1, 9, -2.2, 5, -3
Cc1ccc(S(=O)(=O)N2CCN(c3cccc(C)c3)CC2)cc1
    25, -11, 0, 9, 10, -10, 2, -3, 0.2, 6, 11
O=C(Nc1ccccc1)N1CCSCC1
    14, -30, -5, -3, -22, -12, 0, 7, 0.0, 1, -10
Cc1nc(CSc2nsc(/C=C/N(C)C)c2C#N)cs1
    -60, 7, 9, 1, 1, -15, ., 6, 0.3, -4, -18
Cc1ccc(Sc2nc(C)cc(C)c2S(C)(=O)=O)cc1
    22, 10, -3, 10, -3, 8, -2, 2, 0.4, 4, -6
O=C(NNC(=O)c1c(F)cccc1F)c1ccccc1-n1cccc1
    9, 0, 0, 3, -1, 10, 2, 12, -1.0, -2, 0
CC12CCC(=O)N1C(C(=O)OCC(=O)Nc1ccc(Cl)c(Cl)c1)CS2 (centres undefined)
    -3, 13, -3, 1, 16, -22, 0, -5, 0.2, 6, 7
CCC1([N+](=O)[O-])COC(c2ccc(C(C)C)cc2)OC1 (centres undefined)
    -231, -6, -25, -210, 8, -88, ., 12, -0.7, -4, -56
COc1cc(OC)c(C=Cc2ccncn2)c(OC)c1
    9, 8, -3, -4, -5, -19, ., -2, -1.0, -5, .
NS(=O)(=O)c1ccc(CNC(=S)NCc2ccc(Cl)cc2)cc1
    15, 9, 2, 14, 10, 20, 2, -10, -0.6, 25, 3
O=C(CCCOc1ccccc1)Nc1cc(S(=O)(=O)N2CCOCC2)ccc1N1CCOCC1
    7, -10, 1, -5, -10, 20, 3, 13, -0.6, -20, 2
Cc1ccc(O)c(C(=O)c2cnc3c(c2)COc2ccc(C)cc2-3)c1
    -5, 29, 16, 4, -4, -28, 5, -8, -1.2, -1, -21
CC(C)c1cc(=O)n2[nH]c(SCc3ccc(Cl)cc3)nc2n1
    -1, 16, -5, 8, -57, -2, -1, 0, -0.4, 0, 2
O=C(C[C@H]1C[C@H](C(=O)N2CCOCC2)[C@@]2(CCC3CCCC3)c3[nH]c4cc(-c5ccco5)ccc4c3CCN2C1=O)NCCCn1ccnc1
    16, 20, 6, 2, 18, -20, ., 7, -1.3, -6, 20
COc1cccc(NC(=O)CNC(C)CCC(C)C)c1 (centres undefined)
    -4, 30, -6, -8, -2, 21, 4, 14, -0.8, -4, -7
Cc1ccc(N2CC(C(=O)N3CCC(C(=O)NC(C)(C)C)CC3)CC2=O)cc1 (centres undefined)
    7, -14, -2, 10, -15, -14, 4, 1, 0.5, 0, 5
CCOC(=O)c1ccc(NS(C)(=O)=O)cc1
    11, 3, 1, 9, -12, -16, -4, 0, 2.9, -2, 10
O=C1c2cccc3cccc(c23)C(=O)N1CCN1CCN(CC(O)COc2ccc3ccccc3c2)CC1 (centres undefined)
    79*, -17, -4, -14, 27, 2, 0, -15, 0.0, -3, -7
CC(=O)c1sc(C(C)(C)C)cc1NC(=O)c1ccccc1C(=O)O
    -5, -4, -14, 19, -15, 23, 11, 2, -0.2, -11, -10
CC(C)CN(C(=O)COC(=O)c1cnc(Cl)c(Cl)c1)c1c(N)n(Cc2ccccc2)c(=O)[nH]c1=O
    85*, 28, -2, 12, 4, 18, -2, -10, 0.2, 49, 4
CCOC(=O)c1[nH]cnc1C(=O)NC1CCN(C(=O)OC(C)(C)C)CC1
    -39, -1, 9, 13, 6, -34, -4, -7, 0.1, 4, 4

Structures from the list above that have four or more nitrogen atoms:
Value order: Peg3 prom inh, CF NFkB inh, LMP1 NFkB inh, HIF-2a block, Shn3 inh set2, NR2E3 ag-1, NR2E3 ag-2, KKLEB cytotox, hiPSC survival, C8 TRAIL sens, MITF TRPM1 inh
CO/N=C/c1ccc(N2CCN(C(=O)c3ccc(C)cc3)CC2)c([N+](=O)[O-])c1
    21, 9, -3, 31, 34, 16, -1, 12, -1.9, -9, 13
COCC(C)N1CCC(n2nccc2NC(=O)CCOc2ccccc2)CC1 (centres undefined)
    14, -23, -8, 6, -7, -27, 3, 16, -0.4, 2, -2
Cc1nc(CSc2nsc(/C=C/N(C)C)c2C#N)cs1
    -60, 7, 9, 1, 1, -15, ., 6, 0.3, -4, -18
CC(C)c1cc(=O)n2[nH]c(SCc3ccc(Cl)cc3)nc2n1
    -1, 16, -5, 8, -57, -2, -1, 0, -0.4, 0, 2
O=C(C[C@H]1C[C@H](C(=O)N2CCOCC2)[C@@]2(CCC3CCCC3)c3[nH]c4cc(-c5ccco5)ccc4c3CCN2C1=O)NCCCn1ccnc1
    16, 20, 6, 2, 18, -20, ., 7, -1.3, -6, 20
CC(C)CN(C(=O)COC(=O)c1cnc(Cl)c(Cl)c1)c1c(N)n(Cc2ccccc2)c(=O)[nH]c1=O
    85*, 28, -2, 12, 4, 18, -2, -10, 0.2, 49, 4
CCOC(=O)c1[nH]cnc1C(=O)NC1CCN(C(=O)OC(C)(C)C)CC1
    -39, -1, 9, 13, 6, -34, -4, -7, 0.1, 4, 4
